High-throughput results from PubChem.
TNAP inh no acc: inhibitors of human TNAP without phosphate acceptor | 200,000 tested, 0.26% active | purified TNAP, CDP-star luminescence, 30 min | P05186 | AID 1012 | inhibition, % at 20 µM;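 active = tissue-nonspecific alkaline phosphatase inhibition above about 50% at 20 µM in the single-dose screen, limit read from the data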;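 also: 0% = DMSO negative control and 100% = EDTA positive control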
Target sequence (P05186 whole entry, looked up): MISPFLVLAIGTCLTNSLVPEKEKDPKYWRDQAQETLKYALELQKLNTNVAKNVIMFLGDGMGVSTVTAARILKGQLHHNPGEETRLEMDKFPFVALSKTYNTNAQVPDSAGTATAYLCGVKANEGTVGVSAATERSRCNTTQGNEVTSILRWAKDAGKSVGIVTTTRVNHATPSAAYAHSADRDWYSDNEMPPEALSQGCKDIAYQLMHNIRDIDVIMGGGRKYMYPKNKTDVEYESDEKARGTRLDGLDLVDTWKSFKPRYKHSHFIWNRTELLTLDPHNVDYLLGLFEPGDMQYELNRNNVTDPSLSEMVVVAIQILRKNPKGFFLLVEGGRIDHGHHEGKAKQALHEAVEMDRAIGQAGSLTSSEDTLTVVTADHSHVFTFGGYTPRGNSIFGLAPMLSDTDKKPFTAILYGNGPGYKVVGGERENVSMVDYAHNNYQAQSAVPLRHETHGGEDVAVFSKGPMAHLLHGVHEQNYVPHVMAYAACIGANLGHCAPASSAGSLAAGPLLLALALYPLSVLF
RAM inhibit: inhibitors of the yeast RAM network; 190,000 tested, 1.8% active; S. cerevisiae dse1pr::URA3 reporter, 5-FOA growth OD615, 2 d; analog-sensitive cbk1-as2 kinase mutant strain; inhibition, % at 50 µM;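 active = inhibition above a set limit, 3 SD over mean compound inhibition, cut at about 8.4% in these data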;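 also: 0% = DMSO-only wells with no growth and 100% = 10 µM 1-NA-PP1 full growth; inhibition rescues growth on 5-FOA so higher OD means more RAM inhibition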
TNAP act hi DEA: increases human TNAP activity under high phosphate acceptor concentration. P05186. purified TNAP, CDP-star luminescence, 1 M DEA, 30 min; stronger effect = higher value; 0 = EDTA background, 1 = DMSO-only activity. activation factor at 20 µM. 200,000 tested, under 10 active;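 active = activation factor at least 2 at 20 µM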
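Measured by: Luminescent substrate turnover signal | Test system: Human TNAP | Input: TNAP 1/800 final | Dosing: 20 µM single point | Schedule: 30 min, room temperature | Controls: EDTA wells as negative control, DMSO wells as positive control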
L major viab: inhibitors of Leishmania major promastigote growth; Leishmania major promastigotes, resazurin fluorescence viability; inhibition, % at 10 µM; 200,000 tested, 9% active; in the data active = inhibition above about 50%;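 also: promastigotes grown with compound for 44 hours at 28 °C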
bIAP inh: intestinal alkaline phosphatase (bovine) inhibition | 190,000 tested, under 10 active | AID 1019 | inhibition, % at 20 µM | purified bovine IAP, CDP-star luminescence, 30 min;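 active = over 50% inhibition of intestinal alkaline phosphatase at 20 µM in the single-dose screen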
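Assay system – bovine IAP enzyme · Quantity – bovine IAP at 1/65,000,000 final dilution · Detection – CDP-star luminescence signal · Times – 30 min reaction at room temperature · Also added – CDP-star substrate at 30 µM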
APP transl inh: APP translation inhibition; 190,000 tested, 0.82% active; AID 1285; SH-SY5Y APP 5'UTR-luciferase reporter, luminescence; inhibition, % at 2 µM;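 active = inhibition above a set limit, derived from the sample mean plus 3 SD, cut at about 45% in these data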; also: values of inactives mirror those of a sister screen read the other way
TNAP inh hi DEA: TNAP (human) inhibition, high acceptor; P05186; 200,000 tested, 0.03% active; inhibition, % at 20 µM; purified TNAP, CDP-star luminescence, 1 M DEA;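 active = over 50% inhibition of tissue-nonspecific alkaline phosphatase at 20 µM in the single-dose screen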;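 also: plate controls were DMSO wells for no effect and EDTA-quenched wells as full inhibition for full effect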
FLuc stim CS: affects firefly luciferase, flagging false hits in luciferase stimulation screens | activation factor at 10 µM | ATPlite luciferase biochemical, luminescence, 10 min; 0 = ATP-free wells, 1 = DMSO control | 200,000 tested, under 10 active;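 active = luciferase activation factor, scaled between plate controls, of at least 2 with compound at 10 µM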
Target sequence (P08659 whole entry, looked up): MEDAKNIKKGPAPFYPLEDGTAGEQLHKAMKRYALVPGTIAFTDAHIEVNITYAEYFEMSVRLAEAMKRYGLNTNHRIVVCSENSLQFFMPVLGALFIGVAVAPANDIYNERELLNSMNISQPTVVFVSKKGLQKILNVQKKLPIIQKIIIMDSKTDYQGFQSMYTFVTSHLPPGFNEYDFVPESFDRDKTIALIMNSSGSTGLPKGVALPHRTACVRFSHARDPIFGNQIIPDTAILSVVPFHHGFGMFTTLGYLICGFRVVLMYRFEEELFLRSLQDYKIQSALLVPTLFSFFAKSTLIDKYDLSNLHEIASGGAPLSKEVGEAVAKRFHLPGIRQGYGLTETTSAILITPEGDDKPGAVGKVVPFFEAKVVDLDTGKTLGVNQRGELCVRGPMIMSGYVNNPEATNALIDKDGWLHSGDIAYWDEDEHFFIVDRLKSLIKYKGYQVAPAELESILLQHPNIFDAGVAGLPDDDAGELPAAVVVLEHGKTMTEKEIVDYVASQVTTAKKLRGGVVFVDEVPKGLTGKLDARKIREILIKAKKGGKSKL
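Assay system: Luciferase/luciferin detection reagent, cell-free biochemical luciferase assay / Read-out: luciferase activation / Benchmarks: No-ATP low control, compound-free enzyme-plus-ATP high control / Medium: PBS buffer for ATP / Detection: luminescence measurement of luciferase light output / Schedule: 10 min at ambient temperature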
bIAP act: increases bovine intestinal alkaline phosphatase activity; AID 1016; 200,000 tested, 0.17% active; activation factor at 20 µM; purified bovine IAP, CDP-star luminescence, 30 min; stronger effect = higher value; fold of DMSO-control signal, blank-subtracted;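 active = activation factor of 2 or more at 20 µM, a signal rise over negative controls twice the positive control's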
FLuc inh counter: Photinus pyralis luciferase inhibition counter-screen; 200,000 tested, 1.5% active; inhibition, % at 10 µM; P08659; ATPLite firefly luciferase biochemical luminescence, 10 min;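 active = inhibition above about 50% when tested at 10 µM, limit read from the data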
* = called active by the depositor; x = not tested or not shown.

SMILES	TNAP inh no acc	RAM inhibit	TNAP act hi DEA	L major viab	bIAP inh	APP transl inh	TNAP inh hi DEA	FLuc stim CS	bIAP act	FLuc inh counter
CC(=O)C1=C(C)NC(SCC(=O)Nc2nc3ccccc3s2)=C(C#N)C1c1ccc(Cl)cc1 (stereo not given)	-8	3.1	1	1	19	14	0	1	0.8	-4
S=C(NCCSCc1ccc(Cl)cc1Cl)Nc1ccccc1	-22	4.3	1.1	84*	25	-4	-8	1.1	0.7	-7
CCOC(=O)c1c(N)sc2c1CCSC2	-23	0.3	1	4	17	18	-1	1.1	0.8	-6
CC(C)=CC(=O)Nc1ccc(OCc2ccccc2)cc1	-8	0.1	1	0	3	-34	-3	0.9	1	7
O=C(NN1C(=O)C2C(C1=O)C1C=CC2C12CC2)c1ccncc1 (stereo not given)	-9	1.6	1	-5	7	-2	-2	1	0.9	-3
O=C(Nc1cccc(S(=O)(=O)N2CCOCC2)c1)C(c1ccccc1)N1CCCCC1 (stereo not given)	-20	0.1	1.1	10	-42	-21	-10	1	1.4	-3
Cc1nn(C)cc1S(=O)(=O)N1CCN(Cc2ccc(F)cc2Cl)CC1	-10	2.4	1.1	3	6	-4	-9	1.1	0.9	-6
COc1ccc(NC(=O)CSc2nnnn2C)c([N+](=O)[O-])c1	-8	1.1	1	-5	18	15	1	1	0.8	-3
Cc1ccc(-n2c(N)c(S(=O)(=O)c3ccccc3)c3nc4ccccc4nc32)cc1	-7	7.7	1	57*	14	-14	-2	1	0.9	-4
CCOC(=O)c1nnn(-c2nonc2N)c1CNc1ccc(C)c(Br)c1	-9	2.4	1	-2	5	-29	-4	1.1	0.9	-10
N#Cc1c(NC(=O)c2cnccn2)sc2c1CCCC2	-6	0.9	0.9	24	16	-51	9	0.6	0.8	44
CC1CC2(CCCC2)N(C(=O)c2ccccc2)Cc2ccccc21 (stereo not given)	-6	3.8	1	13	7	-6	-3	1.1	0.9	-9
CC(=O)Nc1cc(-c2ccc(Cl)cc2)[nH]n1	88*	0.0	1	33	-11	-11	-4	0.9	1.1	9
O=C(NCc1ccco1)c1nnc(Cc2ccc(Cl)cc2)o1	-9	0.0	1	-8	4	-5	-2	1	1	2
COCC(=O)NNC(=S)Nc1cccc(C)c1C	-19	0.5	1	-10	-32	-1	2	1	1.3	-5
CCCN(CCC)C(=O)c1ccc2c(c1)N(Cc1ccccc1)C(=O)CS2=O (stereo not given)	-6	1.6	1	-6	8	9	0	1	0.9	-4
CC(=O)c1cc(-c2ccccc2)n(CC(=O)Nc2cc(C)cc(C)c2)c1C	-37	0.7	1.2	12	6	-32	-16	1.1	0.9	-6
Cc1nc(SCc2nc3ccccc3[nH]2)c2oc3ccccc3c2n1	-4	2.2	1	7	-4	-20	-1	1	1	0
CC(C)c1ccc2nc(N)sc2c1	-2	0.3	1	-1	-3	-122	-2	0.3	1	67*
CC1CCCCN1S(=O)(=O)c1ccc(NC(=O)c2ccco2)cc1 (stereo not given)	-13	2.1	1	-4	24	-6	-3	1	0.8	-2
CCc1nc(SCC(=O)NNC(=O)C2CCCCC2)c2ccccc2n1	-8	-0.2	1	2	-10	-20	-2	1	1.1	1
CC(=O)n1cc([C@H]2C=C(C(=O)Nc3ccccc3)O[C@@H](OCCCCO)C2)c2ccccc21	-8	3.2	1.1	54*	-9	8	-5	1	1.1	-3
COc1cc(NC(=O)c2cccc3c2C(=O)N(Cc2cccnc2)C3)cc(OC)c1OC	-6	-0.3	1	5	4	-4	-4	1.1	1	-6
COc1ccc(OCC(=O)Nc2cc(-c3nn4c(C)nnc4s3)ccc2C)cc1	-16	0.2	1	-7	5	-14	-3	1.1	1	-7
Fc1ccccc1CSc1nc2ccccc2[nH]1	-24	1.6	1.1	91*	-18	-198	-6	0.5	1.2	51*
CCOC(=O)CN1CC23C=CC(O2)C(C(=O)NC2CCCCC2)C3C1=O (stereo not given)	-27	0.1	1.1	-6	11	-3	-6	1.1	0.9	-7
COc1ccc(Nc2nc(-c3cc4cccc(OC)c4oc3=O)cs2)cc1	-5	3.0	1	-5	8	-24	2	1	0.9	-1
CC(C)C(C(=O)Nc1ccccc1)N1C(=O)c2ccccc2C1=O (stereo not given)	-6	0.6	1	10	13	11	0	1	0.9	0
CNc1nc(OC)nc(N(C#N)CN2C(=O)c3ccccc3S2(=O)=O)n1	6	2.5	1	-3	-10	22	0	1.1	1.1	-5
O=C(Nc1cc(Cl)cc(Cl)c1)C(c1ccccc1)N1CCCCC1 (stereo not given)	-62	0.7	1.1	10	5	-7	-10	1.1	1	-7
CCCCC(NS(=O)(=O)c1ccc(OC)cc1)C(=O)O (stereo not given)	-6	-0.8	1	-5	-6	2	-3	1	1.1	4
CN(C(=O)CSc1nnnn1-c1ccc(O)cc1)C1CCS(=O)(=O)C1 (stereo not given)	-9	0.4	1	9	-5	8	-5	1	1	-4
COc1ccc(C(=O)Cn2ccsc2=NC(C)=O)cc1	-1	2.5	1	5	-5	-7	-4	1.1	1.1	-7
CCOc1ccc(N2C(=O)CC(/C=C3/N(C)c4ccccc4C3(C)C)C2=O)cc1 (stereo not given)	1	2.3	1	2	2	-23	-5	1.1	1	-10
CCOc1cc(NC(=S)NCc2ccco2)c(OCC)cc1NC(=O)CC	5	6.3	1	34	-3	5	1	1.2	1	-19
CC(=O)C1=C(C)NC(C)=C(C(C)=O)C1c1ccc(-c2ccccc2Cl)o1	-11	3.6	1.1	0	10	9	-5	1.1	0.9	-6
CC1(c2ccc(Cl)cc2)NC(=O)CS1 (stereo not given)	-5	1.4	1	-6	-3	-17	-1	1	1	-1
CCOC(=O)N1CCN(C(=O)c2cccn3c(=O)c4sccc4nc23)CC1	-6	1.1	1	-3	8	4	0	1	0.9	-4
COc1cc(/C=N/N2CCN(C3c4ccccc4-c4ccccc43)CC2)cc(OC)c1O	-5	0.5	1	-3	43	4	1	1	0.6	-4
C=CCn1c(SCC(=O)Nc2ccccc2OC)nc(O)c(CC)c1=O	-18	2.1	1.1	-8	-1	-6	-6	1	1	-2

Next part (3 carried over from the part before).
SMILES	TNAP inh no acc	RAM inhibit	TNAP act hi DEA	L major viab	bIAP inh	APP transl inh	TNAP inh hi DEA	FLuc stim CS	bIAP act	FLuc inh counter
CCOC(=O)N1CCN(C(=O)c2cccn3c(=O)c4sccc4nc23)CC1	-6	1.1	1	-3	8	4	0	1	0.9	-4
COc1cc(/C=N/N2CCN(C3c4ccccc4-c4ccccc43)CC2)cc(OC)c1O	-5	0.5	1	-3	43	4	1	1	0.6	-4
C=CCn1c(SCC(=O)Nc2ccccc2OC)nc(O)c(CC)c1=O	-18	2.1	1.1	-8	-1	-6	-6	1	1	-2
CCn1c(=N)n(CC(O)c2ccco2)c2ccccc21 (stereo not given)	-9	1.9	1	4	10	10	-3	1.1	0.9	-5
CC(C)CC(=O)N/C(N)=N/c1nc2ccccc2s1	5	-2.7	1	95*	-11	-203	-1	0.4	1.1	64*
Cc1ccc(C(=O)N/N=C/C=C/c2ccccc2)o1	-4	1.1	1	9	5	-12	2	0.8	0.9	22
Cc1ccc(OCC(=O)Nc2cnn(CCCC(=O)O)c2)c([N+](=O)[O-])c1	-10	2.6	1.1	1	1	10	-5	1.1	1	-7
CCn1c(SCC(=O)c2[nH]c(C)c(C(C)=O)c2C)nnc1-c1ccccc1	-7	3.4	1.1	2	5	-9	-6	1.1	1	-10
CCOC(=O)c1cc(-c2ccc(C)o2)nn1CCC#N	-13	2.7	1	-5	2	3	-4	1	1	-5
O=C(NC(=S)Nc1cc(S(=O)(=O)N2CCOCC2)ccc1N1CCOCC1)c1ccco1	-3	1.0	1	-4	-6	0	0	1	1.1	-3
Cc1ccccc1-c1nc(Cc2ccc(Cl)cc2)no1	-12	1.7	1	0	18	-10	-4	1	0.8	-4
CN(C)S(=O)(=O)c1ccc(C(=O)Nc2ccc(Cl)cc2)cc1	-10	0.3	1	26	29	3	-4	1	0.7	-3
Cc1n(C)c2cc(Cl)ccc2[n+]1Cc1ccccc1	-5	2.6	1	-1	12	5	-3	1	0.9	-4
COc1ccc(C(=O)CSc2nnc(-c3cc4ccccc4cc3O)n2Cc2ccco2)cc1	-22	5.8	1.1	69*	-26	4	-7	1	1.3	-2
O=C(/C=C/c1ccccc1[N+](=O)[O-])NCCCn1ccnc1	-1	-0.5	1	-3	3	-4	-3	1.1	1	-6
CC(=O)c1ccc(NC(=O)C2C3C=CC(C3=C(c3ccccc3)c3ccccc3)C2C(=O)O)cc1 (stereo not given)	-10	10*	1.1	52*	-6	-29	-6	1.1	1.1	-6
O=C1c2cccc(OCC(=O)N3CCCc4ccccc43)c2CCN1Cc1ccccc1	4	0.6	1	5	17	-2	0	1	0.8	-1
O=C(CSc1nnnn1C1CCCCC1)Nc1nc2c(s1)CCCC2	1	1.1	1	6	8	-2	0	1	0.9	2
COc1ccc(NC(=O)C23CCC(C)(C(=O)O2)C3(C)C)cc1 (stereo not given)	-9	0.5	1	-2	13	-7	-4	1.1	0.9	-9
O=C(COC(=O)c1ccccc1C(=O)c1ccc(Cl)cc1)NCCc1ccccc1	-34	6.4	1	3	-4	-12	1	1	1	-3
COc1cc(C(c2c(C)[nH][nH]c2=O)c2c(C)[nH][nH]c2=O)ccc1OCc1ccc([N+](=O)[O-])cc1	-56	-0.3	0.9	98*	-36	x	11	1	1.4	-2
CCOC(=O)N1CCN(c2c(NCCOC)c(=O)c2=O)CC1	-14	3.0	1	-3	2	5	-4	1	1	0
CCOC(=O)c1sc(NC(=O)CCN2CCCCCC2)c(C(=O)OCC)c1C	-5	2.7	1	8	2	-18	0	1.1	1	-7

Reformatted with each value named: two of the compounds above.
Structure: O=C(/C=C/c1ccccc1[N+](=O)[O-])NCCCn1ccnc1
  TNAP inh no acc = -1
  RAM inhibit = -0.5
  TNAP act hi DEA = 1
  L major viab = -3
  bIAP inh = 3
  APP transl inh = -4
  TNAP inh hi DEA = -3
  FLuc stim CS = 1.1
  bIAP act = 1
  FLuc inh counter = -6
Structure: CCn1c(=N)n(CC(O)c2ccco2)c2ccccc21 (stereo not given)
  TNAP inh no acc = -9
  RAM inhibit = 1.9
  TNAP act hi DEA = 1
  L major viab = 4
  bIAP inh = 10
  APP transl inh = 10
  TNAP inh hi DEA = -3
  FLuc stim CS = 1.1
  bIAP act = 0.9
  FLuc inh counter = -5

Single values from the list.
COc1ccc(NC(=O)C23CCC(C)(C(=O)O2)C3(C)C)cc1 (stereo not given) | TNAP act hi DEA = 1
O=C(NC(=S)Nc1cc(S(=O)(=O)N2CCOCC2)ccc1N1CCOCC1)c1ccco1 | TNAP inh no acc = -3
O=C1c2cccc(OCC(=O)N3CCCc4ccccc43)c2CCN1Cc1ccccc1 | TNAP act hi DEA = 1
CC(C)CC(=O)N/C(N)=N/c1nc2ccccc2s1 | FLuc inh counter = 64*
